# NadD block: inhibitors of S. aureus NadD, primary screen, biochemical, colorimetric, uHTS; purified NadD enzyme, colorimetric absorbance read-out; inhibition, % at 20 µM; 360,000 compounds, 0.78% hits; in the data active = inhibition above about 26%; note: some compounds past the cut are filed as inactive
# Neddyl block: inhibitors of cullin neddylation, primary screen, biochemical, TR-FRET, uHTS, NAE and Ubc12; NEDD8-conjugating enzyme Ubc12 (Homo sapiens) + NEDD8-activating enzyme E1 regulatory …; 360,000 compounds, 0.58% hits; calls only at 25 µM; AID 651699, 2012; in the data active = inhibition above about 36%
# SKN-1 inh: suppressors of acrylamide-induced Pgst-4::GFP reporter in worms, primary screen, SKN-1 inhibitor project, whole organism, uHTS, GFP/RFP fluorescence ratio, strain VP596 | C. elegans VP596 Pgst-4::GFP/RFP ratio, 24 h | inhibition, % at 21.8 µM | 360,000 compounds, 0.49% hits | AID 624304, 2012;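 active = interference check ratio from 0.5 to 1.5 plus GFP to RFP signal ratio inhibition reaching or exceeding a fixed threshold, cut at about 30% in these data, passing the limit was not always enough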; note: some compounds called inactive have numbers as strong as hits
# DNMT1 block: human DNMT1 methyltransferase inhibitors, primary screen, biochemical, molecular beacon, fluorescence, HinP1I cleavage, uHTS | AID 588458, 2011 | DNA (cytosine-5)-methyltransferase 1 (Homo sapiens), P26358 | 360,000 compounds, 0.83% hits | inhibition (reported as % activation of signal), % at 10 µM; in the data active = inhibition above about 50%
# LMPTP inh: LMPTP phosphatase inhibitors, primary screen, biochemical, fluorescence intensity, uHTS; inhibition, % at 20 µM; 360,000 compounds, 0.22% hits; Low molecular weight phosphotyrosine protein phosphatase (Homo sapiens), P24666; AID 651560, 2012; recombinant LMPTP-A, OMFP fluorogenic substrate;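 active = compounds that cut the enzyme signal by at least half of the control window in the single-dose screen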;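 note: plate controls were DMSO wells with enzyme plus substrate for no effect and substrate without enzyme for full effect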
#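 Assay system: LMPTP-A, protein tyrosine phosphatase of low molecular weight / Medium: pH 6.0 Bis-Tris buffer with DTT and Triton X-100 / Schedule: 50 min enzyme reaction at room temperature, protected from light / Measured by: endpoint fluorescence intensity from OMFP dephosphorylation / Read-out basis: % inhibition relative to no-enzyme and uninhibited control wells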
# Scp-1 inhibitor: Scp-1 phosphatase inhibitors, primary screen, biochemical, colorimetric, uHTS. 340,000 compounds, 0.88% hits. Recombinant Scp1, phosphopeptide, malachite green phosphate absorbance. inhibition, % at 20 µM. Carboxy-terminal domain RNA polymerase II polypeptide A small phosphatase 1 (Homo …;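 active = inhibition above about 50% at 20 µM, limit read from the data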;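 note: plate controls were DMSO wells with enzyme for no effect and wells lacking enzyme for full effect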
#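 Test system: SCP-1 phosphatase catalytic domain, residues 76-261 | Compound dosing: One concentration, 20 µM, with 1.0% DMSO | Schedule: 45 min room-temperature reaction, 5 min colour, 30 min stabiliser | Detection: Absorbance at 630 nm | Read-out basis: % inhibition of SCP-1 phosphate liberation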
# NRP1-CendR mod: modulators of CendR peptide binding to NRP-1, primary screen, biochemical, fluorescence polarization, uHTS | inhibition, % at 25 µM | AID 602438, 2012 | 360,000 compounds, 0.85% hits | FAM-RPARPAR peptide binding to NRP-1 | Neuropilin-1 (Homo sapiens), O14786;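 active = inhibition or corrected inhibition above about 18%, plus a signal ratio from 0.5 to 1.5, limit read from the data, passing the limit was not always enough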; note: strong numbers were not always called active
# Target sequence (O14786 whole entry, looked up): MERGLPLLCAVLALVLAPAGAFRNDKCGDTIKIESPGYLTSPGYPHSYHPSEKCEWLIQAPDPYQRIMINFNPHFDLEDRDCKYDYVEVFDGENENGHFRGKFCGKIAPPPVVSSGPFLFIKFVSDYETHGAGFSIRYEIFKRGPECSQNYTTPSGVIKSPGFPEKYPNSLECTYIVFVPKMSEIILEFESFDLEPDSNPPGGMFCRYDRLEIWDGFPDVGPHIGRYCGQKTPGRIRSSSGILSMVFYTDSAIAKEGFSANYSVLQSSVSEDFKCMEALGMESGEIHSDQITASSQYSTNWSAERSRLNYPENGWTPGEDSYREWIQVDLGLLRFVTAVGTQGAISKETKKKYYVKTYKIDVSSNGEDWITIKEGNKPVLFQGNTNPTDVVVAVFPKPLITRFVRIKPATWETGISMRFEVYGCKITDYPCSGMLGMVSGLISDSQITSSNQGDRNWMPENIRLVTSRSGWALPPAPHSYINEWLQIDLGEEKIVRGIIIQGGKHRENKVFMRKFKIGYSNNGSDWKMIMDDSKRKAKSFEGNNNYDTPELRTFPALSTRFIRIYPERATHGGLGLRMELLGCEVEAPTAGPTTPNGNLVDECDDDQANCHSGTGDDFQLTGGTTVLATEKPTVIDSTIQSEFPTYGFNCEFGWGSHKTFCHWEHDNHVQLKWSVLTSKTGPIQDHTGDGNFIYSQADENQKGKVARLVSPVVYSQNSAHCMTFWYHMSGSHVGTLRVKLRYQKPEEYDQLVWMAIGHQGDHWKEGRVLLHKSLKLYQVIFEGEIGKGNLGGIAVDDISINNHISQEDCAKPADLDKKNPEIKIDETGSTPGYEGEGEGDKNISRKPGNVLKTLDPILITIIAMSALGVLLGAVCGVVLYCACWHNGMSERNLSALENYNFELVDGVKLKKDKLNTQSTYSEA
# Tb MetRS inh: T. brucei MetRS inhibitors, primary screen, biochemical, luminescence; inhibition, % at 11.9 µM; 360,000 compounds, 0.4% hits; purified T. brucei MetRS, ATP depletion, Kinase-Glo luminescence; AID 624268, 2012; methionyl-tRNA synthetase (Trypanosoma brucei brucei);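 active = inhibition above a per-plate cutoff of the control wells' mean inhibition plus 3 SD, cut at about 5.5% in these data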;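 note: 0% = DMSO wells median and 100% = median of wells with control inhibitor compound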
#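 Assay system: T. brucei methionyl-tRNA synthetase, purified | Medium: HEPES buffer with MgCl2, KCl, DTT, spermine, BSA, pyrophosphatase | Compound: 11.9 µM single point | Incubation: 15 min enzyme-compound preincubation, 2 h reaction, 10 min detection, 25 °C | Measured by: Kinase-Glo luciferase luminescence reporting remaining unconsumed ATP | Measure: % inhibition normalized to control-well medians | Replication: Singlicate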
# STEP block: STEP phosphatase inhibitors, primary screen, biochemical, fluorescence intensity, uHTS; Tyrosine-protein phosphatase non-receptor type 5 (Homo sapiens), P54829; recombinant STEP, OMFP fluorogenic substrate; inhibition, % at 20 µM; 360,000 compounds, 0.25% hits; AID 588621, 2011;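 active = inhibition at 20 µM, scaled per plate between control wells, above about 37%, limit read from the data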;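 note: 0% = DMSO with enzyme and substrate and 100% = substrate only without enzyme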
#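 Also added – OMFP at 25 µM · Test system – STEP tyrosine phosphatase · Technique – FITC-channel fluorescence of OMFP product · Schedule – 20 min at room temperature, dark · Evaluation – control-normalized % inhibition with plate pattern correction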
# SUMO1-SIM PPI: modulators of SUMO1 protein-protein interactions, primary screen, biochemical, uHTS; Small ubiquitin-related modifier 1 (Homo sapiens), P63165; SUMO1 binding to a labelled peptide, TR-FRET, 1 h; inhibition, % at 20 µM; 360,000 compounds, 0.33% hits; AID 602429, 2012; in the data active = inhibition above about 37%
# Target sequence (P63165 whole entry, looked up): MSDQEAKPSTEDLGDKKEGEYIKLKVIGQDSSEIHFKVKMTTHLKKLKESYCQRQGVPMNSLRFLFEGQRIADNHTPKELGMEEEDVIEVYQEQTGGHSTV
# Active calls of the source: *; i = inactive; / = no result given; & = joins results of further samples.
SMILES,NadD block,Neddyl block,SKN-1 inh,DNMT1 block,LMPTP inh,Scp-1 inhibitor,NRP1-CendR mod,Tb MetRS inh,STEP block,SUMO1-SIM PPI
COC(=O)C1=C(c2ccc(F)cc2OCc2ccccc2)C[C@@H]2CC[C@H]1N2C(=O)NCCNC(C)=O,1,i,-6,2,1.4,-3,30*,-0.2,-1,-2
CCCc1nc2ccc(Br)cc2c(=O)n1-c1ccc([N+](=O)[O-])c(C(F)(F)F)c1,10,i,-3,6,1.4,1,-1,-0.4,1,-5
CC(C)OCC(O)CN1CC2C[C@@H](C1)Cn1c2cccc1=O (some centres not stated),-3,i,17,-4,-0.9,-1,6,-0.2,-2,5
CCOP(=S)(OCC)C(O)CCCCCn1c(=O)c(F)cn(C2CCCO2)c1=O (configuration not stated),0,i,22,1,-1.8,-10,9,-1.1,-1,4
Fc1ccc2c(c1)nnn2C1CCN(Cc2ccccc2)CC1,4,i,-8,-4,2.8,0,7,0.9,0,-3
N=C1C(c2ccccc2)=C(O)CN1Cc1ccco1,-4,i,1,1,-0.9,-11,5,-0.3,0,-1
CCN(CC)P(=O)(/C=C(\Cl)c1ccccc1)/C=C(\Cl)c1ccccc1,1,i,4,-2,-0.2,-6,6,-0.4,-4,5
CC(=O)OC1(Cc2ccccc2)CN2CCC1c1ccccc12 (configuration not stated),-7,i,-7,0,-2.6,6,8,0.1,-1,-2
CCOc1cc2c(cc1OCC)-n1cccc1C(c1cccc(F)c1)NC2 (configuration not stated),-7,i,16,-4,-1.9,-16,0,-0.2,0,3
COc1ccc2c3c1OC1C(=O)CC[C@@]4(O)[C@@H](C2)N(CC2CC2)CC[C@]314 (some centres not stated),1,i,10,2,-0.1,2,-12,-0.2,0,-3
COC(=O)C1=C(c2c(C)noc2C)C[C@@H]2CC[C@H]1N2C(=O)NC1CCCCC1,-6,i,3,2,-1.0,-6,2,-0.2,1,5
CCN1C(=O)C(=C2C=C(C)OC(C)=C2)C(=O)N(CC)C1=S,-3,i,17,1,-1.6,-1,-13,-0.6,-3,-7
O=C(c1ccc(CNS(=O)(=O)c2ccccc2)cc1)N1CCC2(CC1)OCCO2,2,i,-5,-3,1.1,-2,9,0.1,1,0
CCc1ccc(NP(=O)(Oc2ccccc2F)Oc2ccccc2F)cc1,12,i,-6,-10,3.9,-14,0,-0.1,-4,5
CN(C)/C=C/C(=O)C(Cl)(Cl)Cl,-4,i,14,2,1.6,-1,0,-0.5,2,-1
CCCCCCCSc1cc(OC)c(CCN(C)C)cc1OC,-9,i,3,6,-3.1,0,2,-1.2,2,-1
O=[N+]([O-])c1ccc(N2CCOCC2)c2c1no[n+]2[O-],-2,i,21,2,10,/,3,-0.4,7,-58
Cc1cc(C)c(Cn2c(C(=O)O)c(C=O)c3ccccc32)c(C)c1,-7,i,1,1,-0.6,-12,88,-0.4,-10,6
Cc1ccc(N2C(=O)NC(=O)/C(=C/c3cnn(-c4ccc(C)cc4)c3)C2=O)cc1,22,i,5,2,-0.7,-8,-50,0.5,1,5
CC(C)(C)N1C(=O)NC(=O)/C(=C\c2ccc3c(c2)CCN3CCCCl)C1=O,10,i,17,-9,1.2,5,-178,-0.3,2,-13
Cc1ccccc1-n1c(O)c(C(c2ccncc2)c2c(O)n(-c3ccccc3C)c(=O)[nH]c2=O)c(=O)[nH]c1=O,1&3,i,9&1,-2&-6,0.8&-1.1,-4&3,-14&0,-0.5&-0.1,2&3,-4&1
CN1C[C@H]2CON(C)[C@H]2C[C@H]1c1cccc(Br)c1,-3,i,0,7,-1.4,-8,7,-0.9,-1,7
COc1cc(Br)c(CNCCc2ccc3c(c2)OCO3)cc1OC,3,i,5,0,-0.2,-1,-1,1.2,-1,2
C[C@]12CC[C@H](O)CC1=CCC1C2CC[C@@]2(C)C1C[C@@H]1CC(=O)O[C@@H]12 (some centres not stated),-6,i,14,1,-1.4,1,6,-0.4,3,5
O=Cc1c(C(=O)O)n(Cc2ccc(Cl)cc2)c2ccccc12,7,i,-11,95*,0.0,-3,-195,0.4,-6,10
CCC1(NS(=O)(=O)c2ccc(N)cc2)C(=O)N(C)C(=O)N(C)C1=O,-2,i,9,4,-0.8,5,3,0.1,-4,0
O=C(c1cccc(N2CCCC2=O)c1)N1CCC2(CC1)OCCO2,2,i,-7,-2,-0.3,49,-1,-0.6,-1,0
O=C1CN=C(c2ccccc2)c2cc([N+](=O)[O-])ccc2N1,1,i,11,-2,-1.9,-1,-5,-2.2,0,-32
C#CC(CC)(CC)NC(=O)Nc1ccc(OCC)cc1,9,i,11,1,-1.6,-4,1,0.2,1,4
CC(=O)c1c(C)n(C2CCCCC2)c2ccc(O)cc12,-1,i,-1,-2,1.5,-1,0,0.5,1,2
CCOC(=O)[C@]12Cc3cc(C)ccc3[C@H]1N(CCC(=O)OC)C(=O)c1ccccc12,-3,i,4,/,-0.2,/,8,-0.3,/,8
CC[C@]12CC[C@H](O)CC1=CCC1C2CC[C@]2(C)C(=O)CCC12 (some centres not stated),-10,i,-8,2,0.7,-4,9,-0.1,1,0
COc1ccc(N2C(=O)CC(N3CCC(n4c(=O)[nH]c5ccccc54)CC3)C2=O)cc1 (configuration not stated),-4,i,7,3,0.8,-3,2,-0.4,-3,4
COC(=O)Cn1cc(/C=C2\C(=O)NC(=O)N(c3ccc(OC)cc3)C2=O)c2ccccc21,14,i,2,4,-1.1,-6,-36,0.0,-8,-2
O=c1[nH]c(=S)n(C2CC2)c(O)c1/C=N/N1CCOCC1,-3,i,9,6,-1.3,-8,3,-0.3,-3,1
COC(=O)[C@@]1(Cc2ccc(F)cc2)[C@H]2c3cc(C(=O)N(C)C)[nH]c3C[C@H]2CN1C(=O)c1ccccc1,1,i,-2,1,0.7,-4,6,-0.3,4,12
O=C(c1ccccc1)C1CCCN(Cc2nc(-c3cnccn3)no2)C1 (configuration not stated),-2,i,13,3,0.1,-10,-2,-0.2,1,-1
Cn1cnc([N+](=O)[O-])c1Sc1ccc([N+](=O)[O-])cc1,1,i,-6,0,1.7,-6,-5,-0.6,-4,-28
COc1cccc(N2CCN(Cc3cccc(Cl)c3)CC2)c1,-8,i,10,1,-0.1,-13,15,-0.5,-1,-1
Cc1ccc(-n2c(O)c(/C=C/C=Nc3ccccc3)c(=O)[nH]c2=O)cc1,-1,i,9,3,2.0,-12,121,-0.5,3,-25
C=CCOC(=O)COc1cc(C)cc2oc(=O)c3c(c12)CCC3,-1,i,12,-9,1.5,-2,13,-0.1,2,0
CC1=CC(=Cc2sc3ccccc3[n+]2C)C=C(C)O1,1,i,8,16,2.4,12,-10,-0.4,-3,-20
Cc1cccc(CN2CCCC(C(=O)c3ccc(C(F)(F)F)cc3)C2)n1 (configuration not stated),-5,i,-7,0,-0.8,-4,-5,-0.4,-4,-1
CCN1CCC(N(C)C2CCCCC2)CC1,-6,i,4,0,-5.0,-10,6,0.0,1,3
CC1=CC(=O)C2=C(C)C[C@H](O)[C@@H]3[C@H](OC(=O)[C@H]3C)[C@@H]12,3,i,3,2,-0.1,6,-5,0.3,0,5
Clc1ccc(C[n+]2c(-c3ccccc3)cc(-c3ccccc3)cc2-c2ccccc2)cc1,9,/,-2,8,2.6,9,10,-0.2,2,-21
COc1ccc(C(=O)CC(c2ccc3c(c2)OCO3)c2c(O)c3ccccc3oc2=O)cc1OC (configuration not stated),0,i,2,0,0.2,/,-2,0.0,9,11
COc1cccc(-n2c(CN3CCOCC3)nc3ccc([N+](=O)[O-])cc3c2=O)c1,2,i,3,-1,-0.3,-7,0,-0.5,-4,-38
Cc1cccn2c(=O)c3c(nc12)N1CCC(Cc2ccccc2)CC1C1(C3)C(=O)N(C)C(=O)N(C)C1=O (configuration not stated),-2,i,16,-4,0.4,-6,3,0.1,1,-10

# In the list so far, these have sulfur.
SMILES,NadD block,Neddyl block,SKN-1 inh,DNMT1 block,LMPTP inh,Scp-1 inhibitor,NRP1-CendR mod,Tb MetRS inh,STEP block,SUMO1-SIM PPI
CCOP(=S)(OCC)C(O)CCCCCn1c(=O)c(F)cn(C2CCCO2)c1=O (configuration not stated),0,i,22,1,-1.8,-10,9,-1.1,-1,4
CCN1C(=O)C(=C2C=C(C)OC(C)=C2)C(=O)N(CC)C1=S,-3,i,17,1,-1.6,-1,-13,-0.6,-3,-7
O=C(c1ccc(CNS(=O)(=O)c2ccccc2)cc1)N1CCC2(CC1)OCCO2,2,i,-5,-3,1.1,-2,9,0.1,1,0
CCCCCCCSc1cc(OC)c(CCN(C)C)cc1OC,-9,i,3,6,-3.1,0,2,-1.2,2,-1
CCC1(NS(=O)(=O)c2ccc(N)cc2)C(=O)N(C)C(=O)N(C)C1=O,-2,i,9,4,-0.8,5,3,0.1,-4,0
O=c1[nH]c(=S)n(C2CC2)c(O)c1/C=N/N1CCOCC1,-3,i,9,6,-1.3,-8,3,-0.3,-3,1
Cn1cnc([N+](=O)[O-])c1Sc1ccc([N+](=O)[O-])cc1,1,i,-6,0,1.7,-6,-5,-0.6,-4,-28
CC1=CC(=Cc2sc3ccccc3[n+]2C)C=C(C)O1,1,i,8,16,2.4,12,-10,-0.4,-3,-20

# Not all compounds are listed (hit frequency here may not be typical).
